# DNA FID counter: fluorescent intercalator displacement, NS3 helicase counter-screen; DNA fluorescent intercalator displacement, fluorescence; inhibition, % at 7.9 µM; 290,000 compounds, 0.17% hits; AID 1845; in the data active = inhibition above about 37%;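 note: 0% = vehicle and 100% = reference compound; higher means more ethidium bromide displaced from hairpin DNA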
# NALP1 yeast inh: NALP1 inhibition. S. cerevisiae NALP1/ASC/caspase-1 growth, X-gal OD620, 72 h. inhibition, % at 10 µM. 280,000 compounds, 0.61% hits. AID 2071; in the data active = inhibition mostly above about 24%, no sharp cut-off; inactive = mostly below about 32%; note: some compounds called inactive have numbers as strong as hits
# MEKK2 WT-MEK5: raises or lowers MEK5 binding to wildtype human MEKK2 PB1 domain; Q9Y2U5; bead flow cytometry, Alexa488-MEK5 binding to MEKK2 WT; actives lie on both sides; binding response (% of control), % at 10 µM; 290,000 compounds, 1.1% hits; AID 1531; in the data active = binding response below about 67% or above about 130%
# MEKK2 mut-MEK5: signal of MEK5 binding to mutant human MEKK2 PB1 domain; bead flow cytometry, Alexa488-MEK5 binding to MEKK2 mutant; percent response, % at 10 µM; 290,000 compounds, 0.35% hits; in the data active = percent response above about 24%, passing the limit was not always enough; note: inactives centre near 1; some results filed as inactive read as strong as hits; reference of the scale not given here
# MEKK3 PB1 HTS: raises or lowers MEK5 binding to the human MEKK3 PB1 domain; 290,000 compounds, 1.4% hits; binding response (% of control), % at 10 µM; Q99759; AID 1529; bead-based flow cytometry, Alexa488-MEK5 binding to MEKK3; actives lie on both sides; 0 = blocked by unlabeled MEK5, 100 = vehicle;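 active = binding response more than 3 SD above or below the average of its plate-row segment, actives on both sides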;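 note: Alexa488 bead fluorescence after subtracting the streptavidin-only scavenger bead signal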
# GPR7 antag: antagonists of human GPR7 (neuropeptides B/W receptor 1). inhibition, % at 4.4 µM. 290,000 compounds, 1.1% hits. P48145. AID 1861. GPR7-expressing cells, fluorescence antagonist assay; in the data active = inhibition above about 16%, passing the limit was not always enough;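 note: cells stimulated with the agonist NPW; 0% = agonist with vehicle and 100% = vehicle without agonist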
# Target sequence (P48145 whole entry, looked up): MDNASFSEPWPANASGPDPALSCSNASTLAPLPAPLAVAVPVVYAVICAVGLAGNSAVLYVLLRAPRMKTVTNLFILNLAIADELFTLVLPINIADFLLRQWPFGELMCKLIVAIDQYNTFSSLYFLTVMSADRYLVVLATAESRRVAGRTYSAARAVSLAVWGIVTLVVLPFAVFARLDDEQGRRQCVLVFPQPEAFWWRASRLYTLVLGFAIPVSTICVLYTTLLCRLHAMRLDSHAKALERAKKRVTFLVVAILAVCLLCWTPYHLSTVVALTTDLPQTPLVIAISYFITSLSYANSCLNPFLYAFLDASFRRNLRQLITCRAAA
# OXTR agonist: agonists of human oxytocin receptor. CHO-OTR cells, Fluo-8 calcium fluorescence; normalized: DMSO 0%, oxytocin 100%. activation, % at 3 µM. 320,000 compounds, 0.32% hits. AID 2435;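 active = activation above the mean of all tested compounds plus 3 SD, cutoff set per screening run, cut at about 20% in these data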;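 note: peak over basal fluorescence ratio from a 100 s FLIPR kinetic read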
# Target sequence (P30559 whole entry, looked up): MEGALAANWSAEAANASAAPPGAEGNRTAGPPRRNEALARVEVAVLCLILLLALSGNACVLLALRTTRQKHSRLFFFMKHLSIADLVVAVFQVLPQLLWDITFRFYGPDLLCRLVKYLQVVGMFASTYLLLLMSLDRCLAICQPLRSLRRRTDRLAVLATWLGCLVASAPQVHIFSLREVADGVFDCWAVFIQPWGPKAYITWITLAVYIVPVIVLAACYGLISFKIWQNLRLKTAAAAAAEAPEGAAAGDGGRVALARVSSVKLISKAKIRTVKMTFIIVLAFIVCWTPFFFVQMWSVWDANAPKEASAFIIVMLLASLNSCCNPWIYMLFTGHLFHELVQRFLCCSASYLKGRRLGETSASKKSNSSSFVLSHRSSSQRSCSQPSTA
# PHOSPHO1 block: PHOSPHO1 (human) inhibition | inhibition, % at 13.3 µM | recombinant PHOSPHO1, absorbance phosphatase assay | 290,000 compounds, 1.1% hits; in the data active = inhibition above about 60%
# Target sequence (Q8TCT1 whole entry, looked up): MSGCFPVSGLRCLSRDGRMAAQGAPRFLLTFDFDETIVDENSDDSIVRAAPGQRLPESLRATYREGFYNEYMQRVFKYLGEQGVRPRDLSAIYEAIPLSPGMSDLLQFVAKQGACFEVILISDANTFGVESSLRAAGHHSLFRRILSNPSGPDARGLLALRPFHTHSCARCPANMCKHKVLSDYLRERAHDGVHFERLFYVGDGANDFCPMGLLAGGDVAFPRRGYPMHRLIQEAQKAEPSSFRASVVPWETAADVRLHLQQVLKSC
# PfM18AAP inh: blocks P. falciparum M18 aspartyl aminopeptidase; recombinant PfM18AAP, H-Glu-NHMec fluorogenic cleavage; inhibition, % at 7.35 µM; 290,000 compounds, 1.2% hits; AID 1822;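 active = inhibition above the campaign mean inhibition over all tested compounds plus 3 SD, cut at about 28% in these data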;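 note: 0% = plate median of test compound wells and 100% = 2 mM ZnCl2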
# Numbers without * were called inactive; . = not tested or not shown.
SMILES,DNA FID counter,NALP1 yeast inh,MEKK2 WT-MEK5,MEKK2 mut-MEK5,MEKK3 PB1 HTS,GPR7 antag,OXTR agonist,PHOSPHO1 block,PfM18AAP inh
COc1ccc(N2CCN(S(=O)(=O)c3ccc(OC)c(C(=O)N4CCOCC4)c3)CC2)cc1,-32,8,100,5,100,-5,0.6,10,-1
CC1=NCCN1S(=O)(=O)c1ccc(Br)c(C)c1,0,16,108,1,101,8,-0.2,32,4
CCOc1ccc2nc(SCC(=O)NC3CCCc4ccccc43)sc2c1 (configuration not stated),-13,12,97,-4,93,-7,-1.7,7,-3
COc1ccc(N2CCN(C(=O)CCNS(=O)(=O)c3ccc(Br)s3)CC2)cc1,-2,-7,103,4,100,-6,8.6,17,-10
Cc1c(Cl)cccc1NC(=O)CS(=O)(=O)c1ccccc1,-7,0,103,3,104,-20,-0.2,29,3
Nc1nc(-c2cccnc2)nn1C(=O)CCc1ccccc1,-3,.,97,1,102,-13,0.7,.,-2
CCOC(=O)N1CCC2(CC1)C(C#N)=C(N)OC1=C2C(=O)CC(C)(C)C1,-1,0,96,-9,100,-1,-0.7,29,2
COc1ccc(CC(=O)NCc2nn(-c3ccccc3)nc2C)cc1OC,-16,-6,102,5,102,-16,-1.4,33,-2
Nc1nc(SCC(=O)N2CCCCCC2)[nH]c(=O)c1NC(=O)c1ccco1,-4,-2,102,15,116,-18,0.3,40,3
Cc1ccc(C(=O)Nc2ccc(SC(F)F)cc2)s1,3,13,96,-2,99,-8,0.5,2,5
COC(=O)C1=NN(c2ccccc2)C2C(=O)N(c3ccccc3OC)C(=O)C12 (configuration not stated),-10,.,100,-1,139*,-8,1.6,-12,-1
Cn1c(=O)c2c(nc(N3CCCC3)n2C)n(C)c1=O,-1,11,105,4,104,-3,-0.7,27,-18
CC(C)CCOc1ccc(C(=O)C[N+]2(C)CCOCC2)cc1,18,22,101,5,103,6,0.9,91*,10
COc1ccc(C2CC(c3cccs3)=NN2C(=O)CSC2=NCCS2)cc1 (configuration not stated),-46,2,97,5,99,-1,1.9,56,5
CCOC(=O)C1=C(C)C/C(=N\NC(=O)c2ccccc2O)CC1,-7,6,106,7,103,-6,3.0,-29,11
Cc1ccc(S(=O)(=O)N2CCOCC2)cc1NC(=O)CSc1nnnn1C,-2,18,89,3,95,-9,1.4,28,-3
O=C(NCCCN1CCN(c2ccc(F)cc2)CC1)NC12CC3CC(CC(C3)C1)C2,6,-49,123,17,106,11,12,36,0
COc1ccc(NC(=O)CSc2nc3ccccc3nc2N2CCOCC2)cc1,-38,0,99,-3,104,0,-1.8,46,-10
COCCN1CCN(C(=O)C2CCC(=O)N(Cc3ccccc3F)C2)CC1 (configuration not stated),-6,18,107,5,101,-20,-0.4,32,-4
O=C(CN(c1cccc(C(F)(F)F)c1)S(=O)(=O)c1ccc(Cl)c([N+](=O)[O-])c1)NCc1ccccc1,-4,15,105,1,91,41*,-0.8,-8,-9

# Part of the list above, as labelled records.
> COc1ccc(N2CCN(S(=O)(=O)c3ccc(OC)c(C(=O)N4CCOCC4)c3)CC2)cc1
  DNA FID counter: -32
  NALP1 yeast inh: 8
  MEKK2 WT-MEK5: 100
  MEKK2 mut-MEK5: 5
  MEKK3 PB1 HTS: 100
  GPR7 antag: -5
  OXTR agonist: 0.6
  PHOSPHO1 block: 10
  PfM18AAP inh: -1

> CC1=NCCN1S(=O)(=O)c1ccc(Br)c(C)c1
  DNA FID counter: 0
  NALP1 yeast inh: 16
  MEKK2 WT-MEK5: 108
  MEKK2 mut-MEK5: 1
  MEKK3 PB1 HTS: 101
  GPR7 antag: 8
  OXTR agonist: -0.2
  PHOSPHO1 block: 32
  PfM18AAP inh: 4

> CCOc1ccc2nc(SCC(=O)NC3CCCc4ccccc43)sc2c1 (configuration not stated)
  DNA FID counter: -13
  NALP1 yeast inh: 12
  MEKK2 WT-MEK5: 97
  MEKK2 mut-MEK5: -4
  MEKK3 PB1 HTS: 93
  GPR7 antag: -7
  OXTR agonist: -1.7
  PHOSPHO1 block: 7
  PfM18AAP inh: -3

> COc1ccc(N2CCN(C(=O)CCNS(=O)(=O)c3ccc(Br)s3)CC2)cc1
  DNA FID counter: -2
  NALP1 yeast inh: -7
  MEKK2 WT-MEK5: 103
  MEKK2 mut-MEK5: 4
  MEKK3 PB1 HTS: 100
  GPR7 antag: -6
  OXTR agonist: 8.6
  PHOSPHO1 block: 17
  PfM18AAP inh: -10

# 3 entries out of the list above, arranged by their value in MEKK2 mut-MEK5, largest number first:
Structure	MEKK2 mut-MEK5
CC1=NCCN1S(=O)(=O)c1ccc(Br)c(C)c1	1
Cc1ccc(C(=O)Nc2ccc(SC(F)F)cc2)s1	-2
COc1ccc(NC(=O)CSc2nc3ccccc3nc2N2CCOCC2)cc1	-3

# (listing goes on)
SMILES,DNA FID counter,NALP1 yeast inh,MEKK2 WT-MEK5,MEKK2 mut-MEK5,MEKK3 PB1 HTS,GPR7 antag,OXTR agonist,PHOSPHO1 block,PfM18AAP inh
CCNC(=S)Nc1cc(C(=O)N2CCCC2)ccc1N1CCCC1,-8,-6,98,-8,106,4,-1.1,25,3
COC(=O)CNc1c(-c2ccccn2)nc2ccc(Br)cn12,0,-20,104,5,101,1,-0.3,30,0
COc1ccccc1NC(=O)N1CCCC1C(=O)NCc1ccccc1 (configuration not stated),-2,8,103,1,99,-2,-0.6,6,-5
COc1ccc(OC)c2sc(NC(=O)C3COc4ccccc4O3)nc12 (configuration not stated),4,.,97,1,99,-4,-1.5,.,-7
CCOc1cc(N2CCOCC2)c(OCC)cc1NC(=O)c1cc(C)cc(C)c1,-5,12,108,3,109,-4,-2.3,8,-2
COc1ccc(C(=O)NC(C)c2cnn(-c3ccccn3)c2C)o1 (configuration not stated),-15,2,100,4,100,-8,0.4,43,8
COc1ccc(N(C(C)=O)C2C=CS(=O)(=O)C2)c(OC)c1 (configuration not stated),3,39*,91,-7,88,-9,0.2,-18,1
O=C(CN1CCCCCC1)Nc1c(Cl)cc(Cl)cc1Cl,-3,8,103,2,102,-3,-2.3,25,1
CC(OC(=O)c1ccc(-c2ccc([N+](=O)[O-])cc2)o1)C(=O)NC(N)=O (configuration not stated),-5,.,91,4,103,-2,0.4,25,23
O=P(COCCO)(c1ccccc1)c1ccccc1,-3,5,110,11,105,-4,-0.7,19,6
CC(=O)c1ccccc1C(=O)N1CCCC(CNC(=O)c2ccccc2Cl)C1 (configuration not stated),-8,33,103,2,104,-9,0.3,40,-6
O=C(COn1nnc2ccc(S(=O)(=O)N3CCOCC3)cc21)Nc1c(F)c(F)c(F)c(F)c1F,0,2,88,-7,81,-6,0.1,39,-2
COc1ccc(-n2cc(C(=O)c3ccc4ccccc4c3O)cn2)cc1,-4,2,99,-4,100,-1,1.5,-11,6
COCC1CCN(Cc2c(C(=O)N3CCN(C4CCCCC4)CC3)nc3ccccn23)C1 (configuration not stated),-8,22,103,1,99,-7,0.3,23,5
Cc1cccc(-c2noc(CNC(=O)c3ccco3)n2)c1,-6,19,94,-3,96,-4,1.5,13,5
O=C(C[n+]1cc(Br)cc2ccccc21)c1ccc(Cl)cc1,7,0,86,-1,92,3,0.8,23,2
Nc1nc(SCC(=O)NCC2CCCO2)[nH]c(=O)c1NC(=O)c1ccc(F)c(F)c1 (configuration not stated),-2,7,114,13,109,-5,1.2,3,-12
COc1ccc(NC(=O)c2cc(S(=O)(=O)N3CCCC3)cn2C)cc1Cl,-35,14,94,4,99,-7,-1.2,28,-8
COc1ccc(-c2noc(Cc3ccc(Cl)cc3)n2)cc1OC,-8,20,96,3,94,25*,1.9,-26,-7
Cc1ccc(C(=O)N/N=C\c2ccc3c(c2)OCO3)cn1,-3,-3,101,1,101,-12,0.9,32,1
Cc1cc(-n2c(C)cc(C(=O)CSc3nc4ccccc4c(=O)n3Cc3ccco3)c2C)no1,-6,7,117,5,120,7,-0.7,-10,2
COc1ccc2nc3cc(Cl)ccc3c(Nc3cc(C(C)C)c(O)cc3C)c2c1,21,27,146*,44*,87,-2,3.1,33,-3
COc1ccc(Br)c(C(=O)NC(C)(C)CO)c1,1,20,103,2,102,-3,-0.8,37,-5
O=C(Nc1ccc(S(=O)(=O)Nc2ncccn2)cc1)c1ccccc1NS(=O)(=O)c1ccc(F)cc1,-24,15,102,3,101,5,0.1,44,-3
COc1ccc(N/C(N)=N/c2nc(C)cc(C)n2)c(OC)c1,-8,9,105,4,103,-1,-0.1,32,-16
Cc1sc2ncnc(Oc3ccc(-n4ccnc4)cc3)c2c1C,-22,23,101,-1,101,6,3.7,-1,0
C=CCNC(=O)C(C#N)c1nc2ccccc2nc1N1CCN(Cc2ccccc2)CC1 (configuration not stated),3,-1,101,0,98,-3,0.0,-23,-1
Cc1cc(C)c(O)c(NC(=S)NC(=O)Cc2ccccc2)c1,-15,0,107,3,103,19,31*,19,5
Cc1ccc(NC(=S)NNC(=O)c2c(Cl)c(C)nn2C)cc1,-14,23,101,0,98,-7,6.0,68*,4
Cc1oc(-c2ccc(Cl)cc2)nc1CS(=O)CC(=O)NCc1ccc2c(c1)OCO2 (configuration not stated),-36,2,98,-1,101,4,0.2,12,0
O=C(Cc1ccccc1[N+](=O)[O-])NCc1ccc(Cl)cc1,4,28,94,5,93,-2,0.0,5,-2
O=C(COc1ccc2c3c(c(=O)oc2c1)CCC3)NC(Cc1ccc(Cl)cc1)C(=O)O (configuration not stated),-19,5,96,-1,96,-11,-0.2,8,-2
COC1CCN(Cc2c(C(=O)N3C[C@@H](C)O[C@@H](C)C3)nc3ccc(Cl)cn23)CC1,-16,-8,97,0,97,-6,0.6,33,-8
O=C(NC(=S)Nc1cccc(O)c1)c1ccco1,-2,7,96,-10,94,13,-0.7,-2,7
CC1CC(C)CN(C(=O)CSCC(=O)Nc2nc(-c3cccs3)cs2)C1 (configuration not stated),-11,28,.,.,.,-1,6.2,-6,-2
COc1ccc(CCNC(=O)c2cnn3cccnc23)cc1OC,-10,32,101,1,94,-5,0.8,-21,3
O=C(Cn1nc(-c2ccccc2)ccc1=O)Nc1cccc(NC(=O)c2ccccn2)c1,-5,2,96,-2,95,-1,-0.1,4,-7
CCn1cc(CNC(=O)/C=C/c2ccc([N+](=O)[O-])cc2)cn1,0,31,123,15,104,-3,1.2,-7,-1
OC(COc1ccc(C2C=CCC2)cc1)CN1CCCCC1 (configuration not stated),12,0,115,0,61,3,2.4,-47,-10
COc1ccc(-n2c(C)cc(C)c(C(C)=O)c2=S)cc1,-12,30,92,-2,94,-2,1.5,13,-13
NC(=O)COc1ccc(-n2cnnn2)cc1,1,-1,90,-8,95,-4,0.0,-13,-2

# In a second layout: 2 of the compounds above
SMILES | DNA FID counter | NALP1 yeast inh | MEKK2 WT-MEK5 | MEKK2 mut-MEK5 | MEKK3 PB1 HTS | GPR7 antag | OXTR agonist | PHOSPHO1 block | PfM18AAP inh
COC(=O)CNc1c(-c2ccccn2)nc2ccc(Br)cn12 | 0 | -20 | 104 | 5 | 101 | 1 | -0.3 | 30 | 0
COc1ccccc1NC(=O)N1CCCC1C(=O)NCc1ccccc1 (configuration not stated) | -2 | 8 | 103 | 1 | 99 | -2 | -0.6 | 6 | -5
